Compound activity from PubChem.
AddAB inh: less growth of phage-infected E. coli with AddAB | E. coli expressing H. pylori AddAB, absorbance growth | inhibition, % at 11.9 µM | 0.29% of 330,000 active | AID 435030; in the data active means inhibition above about 12%;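 further: 0% = vehicle wells of infected cells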
PfHsp90 set2: inhibits growth of yeast expressing Plasmodium falciparum Hsp90; S. cerevisiae expressing PfHsp90, BacTiter-Glo ATP, 48 h; yeast lacking PDR1 and PDR3 efflux regulators; inhibition, % at 9.4 µM; 0.32% of 310,000 active; AID 504621;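 active means every replicate shows inhibition above about 80%, whatever the replicate mean, limit read from the data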;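 further: 0% = DMSO neutral controls and 100% = 20 µM radicicol positive controls; yeast relying on Plasmodium falciparum Hsp90 in place of its own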
DAGLB inh: diacylglycerol lipase beta (human) inhibition; AID 504411; HEK293T DAGLB membrane lysate, EnzChek fluorogenic substrate; inhibition, % at 5.17 µM; Q8NCG7; 0.059% of 340,000 active; in the data active means inhibition above about 34%;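 further: 0% = enzyme with vehicle and 100% = wells lacking enzyme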
Target sequence (Q8NCG7 whole entry, looked up): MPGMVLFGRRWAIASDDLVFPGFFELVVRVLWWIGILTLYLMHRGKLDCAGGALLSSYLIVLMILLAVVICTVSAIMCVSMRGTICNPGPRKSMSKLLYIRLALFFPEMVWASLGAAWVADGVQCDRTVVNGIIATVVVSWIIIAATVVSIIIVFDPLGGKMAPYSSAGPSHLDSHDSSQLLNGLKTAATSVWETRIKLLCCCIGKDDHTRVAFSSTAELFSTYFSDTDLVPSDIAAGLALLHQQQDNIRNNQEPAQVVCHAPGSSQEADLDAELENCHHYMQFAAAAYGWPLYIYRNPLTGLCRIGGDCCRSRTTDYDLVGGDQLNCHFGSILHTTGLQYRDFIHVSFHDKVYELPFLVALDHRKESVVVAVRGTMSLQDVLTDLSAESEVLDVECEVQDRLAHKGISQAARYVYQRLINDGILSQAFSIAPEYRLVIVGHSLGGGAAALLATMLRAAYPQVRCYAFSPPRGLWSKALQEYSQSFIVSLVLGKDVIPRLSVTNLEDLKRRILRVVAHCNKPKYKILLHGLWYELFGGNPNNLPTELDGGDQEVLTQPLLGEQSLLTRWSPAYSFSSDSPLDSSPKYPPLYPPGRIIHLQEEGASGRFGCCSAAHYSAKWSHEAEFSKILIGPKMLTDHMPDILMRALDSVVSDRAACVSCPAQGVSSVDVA
Rtt109 Vps75: blocks Candida albicans Rtt109/Vps75 acetyltransferase activity | 0.16% of 330,000 active | AID 540336 | purified Rtt109/Vps75, ThioGlo CoA-SH fluorescence, 4 h | inhibition, % at 34.9 µM;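 active means inhibition of at least 50% in every replicate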
Target sequence (Q5AAJ8 whole entry, looked up): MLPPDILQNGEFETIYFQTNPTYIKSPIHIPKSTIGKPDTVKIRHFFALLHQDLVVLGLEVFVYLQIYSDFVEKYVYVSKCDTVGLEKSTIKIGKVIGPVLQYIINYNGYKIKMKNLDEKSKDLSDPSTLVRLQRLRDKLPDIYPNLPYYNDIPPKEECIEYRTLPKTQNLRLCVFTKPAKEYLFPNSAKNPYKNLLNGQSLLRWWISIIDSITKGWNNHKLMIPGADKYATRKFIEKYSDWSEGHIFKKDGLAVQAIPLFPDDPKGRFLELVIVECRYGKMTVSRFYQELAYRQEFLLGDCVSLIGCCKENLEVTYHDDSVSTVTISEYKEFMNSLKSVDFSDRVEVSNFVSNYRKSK
E coli growth: reduces bacterial viability in AddAB counter-screen; AID 449728; E. coli V3065 growth, OD600 absorbance, 18 h; inhibition, % at 11.9 µM; 0.27% of 330,000 active;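 active means inhibition above the campaign's mean inhibition across all tested compounds plus 3 SD, cut at about 9.9% in these data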;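 further: uninfected addAB+ strain grown without phage in ampicillin broth; 0% = DMSO wells and 100% = ciprofloxacin 0.95 µg/ml wells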
PvdQ inh: blocks Pseudomonas aeruginosa PvdQ acylase activity; inhibition, % at 10 µM; purified PvdQ acylase, fluorescence plate reader; 0.063% of 340,000 active; AID 488965; in the data active means inhibition above about 30%, passing the limit was not always enough;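 further: 0% = vehicle neutral wells and 100% = reference inhibitor wells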
Wnt act: activators of Wnt/beta-catenin signaling; AID 743398; 1.2% of 300,000 active; activation, % at 9.35 µM; Wnt/beta-catenin reporter cell assay, activator, plate reader; in the data active means activation above about 30%, passing the limit was not always enough;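 further: 0% = neutral control wells and 100% = positive control wells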
phage Ecoli inh: E. coli growth loss with phage present; inhibition, % at 11.9 µM; growth absorbance; 0.26% of 360,000 active; in the data active means inhibition above about 11%
CAL PDZ FP: blocks peptide binding to human CAL PDZ domain | Q9HD26 | purified CAL PDZ, TMR-peptide fluorescence polarization, 1 h | inhibition, % at 20 µM | 0.02% of 330,000 active;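 active means highest replicate inhibition of at least 40%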;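 further: plate controls were DMSO neutral control wells for no effect and unlabeled competitor peptide control wells for full effect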
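material = purified tagged CAL PDZ domain construct (CerCALP) | buffer or medium = sodium phosphate/NaCl buffer pH 7.4 with TCEP, IgG, Thesit | reagent = TMR-labelled reporter peptide T*-PRC34 bound in PDZ groove | incubation = 1 h room-temperature incubation prior to read | measured by = fluorescence polarization (mP) | evaluation = percent inhibition from loss of millipolarization | control set = unlabelled peptide and DMSO controls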
Tat transport: blocks Tat-dependent protein export in E. coli | E. coli MC4100 TorA-mCherry Tat export, fluorescence | inhibition, % at 10 µM | 0.036% of 340,000 active | AID 488895;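 active means mean replicate inhibition at least 50% and at least half of replicates individually reaching 50%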;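 further: exported cargo escapes ClpAP degradation while cytoplasmic cargo is degraded and loses fluorescence; 0% = median of neutral control wells and 100% = median of NaSCN control wells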
Numbers without * were called inactive; . = no result given.

SMILES	AddAB inh	PfHsp90 set2	DAGLB inh	Rtt109 Vps75	E coli growth	PvdQ inh	Wnt act	phage Ecoli inh	CAL PDZ FP	Tat transport
C=C(C)C(C)(C#CCN1CCCC1)OC(C)=O (stereo unspecified)	1.9	9.2	1.2	-0.1	0.8	-3.6	.	1.5	-2.3	1.0
COc1ccc(N=C(c2ccccc2)c2c(C)[nH]n(-c3ccccc3)c2=O)c(OC)c1	3.4	-19.3	-0.2	2.4	-1.6	-5.9	-1.8	1.2	-1.2	4.9
CCOC(=O)Nc1ccc2c(c1)N(C(=O)N1CCN(C)CC1)c1ccccc1S2	0.7	9.6	1.1	-10.7	0.8	-4.9	.	0.3	0.8	7.9
O=C(Cc1ccc(-c2ccccc2)cc1)NC1CCCC1	-1.0	12.9	-4.5	-6.5	1.3	-10.4	-0.5	0.5	-0.3	-1.2
O=C(O)CN1CCN(Cc2cccc(Cl)c2)C1=O	2.1	-2.6	-2.8	2.1	0.2	0.3	-1.0	3.2	0.6	-5.8
Cc1ccc(NC(=O)C(=O)NN)cc1	1.3	12.6	1.0	25.6	0.6	6.6	1.3	4.1	-1.8	-1.5
COC(=O)C1C=CC(OC2OC(COC(C)=O)C(OC(C)=O)C(OC(C)=O)C2OC(C)=O)n2c(=O)n(-c3ccccc3)c(=O)n21 (stereo unspecified)	.	11.3	0.0	12.1	.	2.6	-3.1	2.8	-0.7	-11.0
COc1ccc(N(CC(=O)N2CCOCC2)S(C)(=O)=O)c(OC)c1	0.2	8.0	-0.3	2.9	0.7	3.2	-1.6	1.7	-0.3	-4.7
CC(C)(CNC(=O)c1ccc(S(=O)(=O)Nc2cccc(C(F)(F)F)c2)cc1)N1CCOCC1	-1.8	3.8	1.8	-1.0	-0.7	-2.9	-3.8	-2.3	-0.1	9.9
N#CCCN(C(=O)COC(=O)CNC(=O)c1cccs1)c1ccc(F)cc1	1.4	-22.7	2.6	-3.2	3.0	3.4	1.5	2.4	-0.3	-2.2
Cc1sc(-n2c(C)cc(/C=N/n3cnnc3)c2C)c(C#N)c1C	0.3	12.8	1.8	0.1	-0.3	-9.4	-1.6	.	-2.2	-1.5
COc1cccc(N2CCN(C(=O)CN(c3ccc(C)cc3)S(=O)(=O)c3c(C)n[nH]c3C)CC2)c1	-2.9	-13.9	5.0	-3.7	0.7	-1.6	1.7	2.8	-0.4	-16.0
O=C(CSc1nnnn1Cc1ccccc1)NCC(=O)c1ccccc1	2.6	13.1	-0.9	6.3	0.6	-1.3	-5.8	3.4	-2.3	-2.2
S=C(Nc1ccc(Cl)cc1Cl)NC1CCCCC1	4.2	13.2	-3.6	-1.0	5.1	-5.9	.	2.7	-0.8	11.2
COc1ccc(C(=O)Nc2ccc(NC(=O)c3cccs3)cc2)cc1Cl	5.4	.	0.6	-6.0	-4.2	-9.4	-2.9	4.6	-3.1	-10.5
CCCC[C@H]1COCCS(=O)(=O)N1Cc1ccc(C)cc1	3.2	9.1	-7.3	4.9	0.7	-18.3	-1.0	2.2	-0.2	-0.2
COc1ccc2c(-c3ccccc3)cc(=O)[nH]c2c1	0.9	6.2	0.5	7.8	-0.2	0.7	1.7	2.5	-2.9	-5.5
CC1CCN(S(=O)(=O)c2csc(C(=O)Nc3ccccc3)c2)CC1	0.4	-32.0	-7.5	10.4	-1.2	-7.6	.	1.2	-0.1	0.5
COc1ccc(N(Cc2cc3ccccc3[nH]c2=O)S(=O)(=O)c2ccc(C)cc2)cc1	-2.5	-1.1	-7.5	-2.2	1.4	3.8	-2.7	-0.2	-1.2	-4.3
O=c1[nH]c2cc3c(cc2cc1CN(CCCO)C(=S)NCc1ccco1)OCO3	4.1	5.8	2.5	2.1	0.6	-9.6	-1.4	2.0	-2.0	7.6
O=C(N/N=C/c1cc(Br)c(Br)s1)c1ccncc1	-4.4	.	-10.2	-3.3	-5.8	-2.4	-1.4	-2.4	-8.3	-8.3
C=CCNC(=O)CCCC(=O)NCC=C	4.4	.	1.6	1.1	-1.8	-2.9	-8.3	3.8	-0.4	1.8
CCC(=O)Nc1nc2ccc(NC(C)=O)cc2s1	1.3	9.7	1.6	-11.9	-4.1	-6.6	.	2.6	-0.7	-1.6
COC(=O)CSc1nnc(-c2ccc(OC)cc2OC)o1	1.3	16.6	2.8	1.4	0.2	-5.4	3.1	4.3	-2.3	-11.7
Cc1ccc(C)c(N2CN(Cc3cccnc3)CNC2=S)c1	0.0	4.3	2.0	2.6	-1.3	-1.9	-4.2	1.2	-0.7	-7.9
S=C(NCCc1ccccc1)N/N=C/c1cccs1	0.8	.	.	.	-2.3	.	8.1	-1.9	.	.
COc1ccc(CNC(=O)C2CCN(S(=O)(=O)N3CCCC3)CC2)c(OC)c1	2.2	24.0	-0.5	5.7	-0.5	-17.6	1.4	0.3	-2.9	-6.4
O=C(CSc1ccncc1)Nc1ccc2ccccc2c1	-0.7	-8.4	-0.3	-5.8	1.8	-6.9	0.6	3.5	-1.0	-6.1
COc1ccc(OC)c(Nc2nc(N(C)c3ccccc3)nc(N)c2[N+](=O)[O-])c1	-0.1	22.2	-1.4	.	0.7	-7.2	5.2	1.9	-2.3	-4.9
CN(C)c1ccc(C2CC(c3cccc(NS(C)(=O)=O)c3)=NN2C(=O)c2ccccc2)cc1 (stereo unspecified)	2.2	-4.3	1.5	2.5	-1.1	-15.3	-2.9	3.1	-0.5	13.0

Given bar-delimited: part of the list above
Structure | AddAB inh | PfHsp90 set2 | DAGLB inh | Rtt109 Vps75 | E coli growth | PvdQ inh | Wnt act | phage Ecoli inh | CAL PDZ FP | Tat transport
CCCC[C@H]1COCCS(=O)(=O)N1Cc1ccc(C)cc1 | 3.2 | 9.1 | -7.3 | 4.9 | 0.7 | -18.3 | -1.0 | 2.2 | -0.2 | -0.2
COc1ccc2c(-c3ccccc3)cc(=O)[nH]c2c1 | 0.9 | 6.2 | 0.5 | 7.8 | -0.2 | 0.7 | 1.7 | 2.5 | -2.9 | -5.5
CC1CCN(S(=O)(=O)c2csc(C(=O)Nc3ccccc3)c2)CC1 | 0.4 | -32.0 | -7.5 | 10.4 | -1.2 | -7.6 | . | 1.2 | -0.1 | 0.5
COc1ccc(N(Cc2cc3ccccc3[nH]c2=O)S(=O)(=O)c2ccc(C)cc2)cc1 | -2.5 | -1.1 | -7.5 | -2.2 | 1.4 | 3.8 | -2.7 | -0.2 | -1.2 | -4.3
O=c1[nH]c2cc3c(cc2cc1CN(CCCO)C(=S)NCc1ccco1)OCO3 | 4.1 | 5.8 | 2.5 | 2.1 | 0.6 | -9.6 | -1.4 | 2.0 | -2.0 | 7.6
O=C(N/N=C/c1cc(Br)c(Br)s1)c1ccncc1 | -4.4 | . | -10.2 | -3.3 | -5.8 | -2.4 | -1.4 | -2.4 | -8.3 | -8.3
C=CCNC(=O)CCCC(=O)NCC=C | 4.4 | . | 1.6 | 1.1 | -1.8 | -2.9 | -8.3 | 3.8 | -0.4 | 1.8
CCC(=O)Nc1nc2ccc(NC(C)=O)cc2s1 | 1.3 | 9.7 | 1.6 | -11.9 | -4.1 | -6.6 | . | 2.6 | -0.7 | -1.6

(list continues)
SMILES	AddAB inh	PfHsp90 set2	DAGLB inh	Rtt109 Vps75	E coli growth	PvdQ inh	Wnt act	phage Ecoli inh	CAL PDZ FP	Tat transport
CCOC(=O)C(C(=O)OCC)C1N=C(N)N=C2Oc3ccccc3N21 (stereo unspecified)	2.0	-0.4	2.8	-1.1	1.7	4.8	.	-0.3	-0.4	-18.0
O=C(Nc1ccccc1OC(F)F)c1ccc(Br)o1	3.9	.	-2.3	-5.3	1.1	-20.1	.	3.1	-1.6	-5.8
Cc1nccn1CCCN1C(=O)OC2(CCCCC2)C1(C)O (stereo unspecified)	5.0	-9.5	-1.8	0.2	1.2	-4.9	.	1.8	-2.8	-8.8
Cc1ccccc1Cn1c2ccccc2c2cn[nH]c(=O)c21	-0.4	-7.1	-1.5	0.5	1.1	-2.7	.	3.9	-0.8	3.9
COc1ccccc1N(CCC#N)C(=O)COC(=O)CCC(=O)c1ccc(F)cc1	3.6	0.9	-0.6	4.1	-0.3	0.5	0.2	-0.5	-1.6	-2.8
CC(C)CCNC(=S)NC1CCCC1	5.5	.	0.3	-2.7	-1.2	-12.6	.	1.4	0.1	-2.1
CCc1nnc(NC(=O)CSc2nc(-c3ccccc3)nc3ccccc23)s1	2.6	-14.4	0.9	-19.7	-0.8	-11.5	.	2.1	-0.2	3.2
CCCN1CCC(NC(=O)C2CCN(C(C)=O)CC2)CC1	1.3	-2.6	0.7	-8.1	0.0	-4.0	1.0	-0.3	-0.3	-1.2
COc1ccccc1N1CCN(C(=O)c2ccc(Cl)c(S(=O)(=O)N3CCCC3)c2)CC1	-0.7	27.6	-0.7	17.2	-2.4	10.6	-1.9	0.5	0.0	6.5
CCSc1ccccc1C(=O)NCCCn1ccnc1	-0.2	.	-3.5	7.9	-0.7	-11.8	.	0.7	-0.6	-1.7
O=C(COc1ccc(Br)cc1Cl)NC(=S)N1CCc2ccccc21	-2.3	-8.7	-0.5	.	-7.2	-11.7	-2.6	1.1	-3.5	0.9
CNc1nc(SC)nc(N(C#N)CC(=O)OC)n1	2.6	-1.6	1.3	7.6	0.3	-0.8	.	2.5	.	-4.3
CSc1ncc2c(n1)-c1cc(C)ccc1SC2	2.5	0.9	-3.4	5.6	2.2	-18.2	1.6	2.1	.	6.5
CNc1c(NS(=O)(=O)c2cc(Cl)ccc2OC)c(=O)oc2ccccc12	2.3	-19.9	2.0	-4.0	-5.2	-13.0	-0.8	0.3	-2.0	1.4
O=C(COC(=O)/C=C/c1ccc(S(=O)(=O)N2CCOCC2)cc1)NCc1ccc2c(c1)OCO2	0.9	-4.3	-2.5	-8.9	-1.1	-10.3	-0.9	3.2	-1.0	4.4
N#Cc1ccccc1N/C=C/C(=O)c1ccc(Cl)cc1	2.0	.	.	.	1.5	.	48.2*	3.4	.	.
N#CCCN(C(=O)COC(=O)c1ccc2ccccc2n1)c1ccccc1	-0.3	16.3	0.1	10.9	2.3	7.8	1.9	1.4	0.3	-0.2
Cc1onc(-c2c(Cl)cccc2Cl)c1C(=O)N=C(N)N1CCCC1	7.0	-5.7	0.5	3.5	2.4	-18.7	0.9	1.9	0.1	-1.0
COc1ccc(C(=O)Nc2ccccc2)cc1S(=O)(=O)NCc1ccco1	3.3	-11.7	0.5	-1.4	0.3	-5.6	-4.6	-1.7	-1.7	-5.1
CC(C)CC1NC2(C(=O)N(C)c3ccccc32)C2C(=O)N(C(C)C)C(=O)C12 (stereo unspecified)	-0.2	4.8	0.8	-2.7	0.9	-17.5	-1.8	1.3	-0.3	-1.5
O=C(c1ccncc1)c1ccc(N2CCN(C3CC(=O)N(Cc4ccccc4)C3=O)CC2)cc1 (stereo unspecified)	1.9	2.1	2.9	-4.5	-1.3	-2.1	-2.9	2.4	-0.9	5.2
CN(C)c1ccc(NC(=S)N(CCc2ccccc2)C2CC(=O)N(c3c(Cl)cccc3Cl)C2=O)cc1 (stereo unspecified)	0.0	-3.1	3.5	-3.7	-0.7	-6.6	.	-0.2	-2.3	-1.0
CCCCn1c(SCC(=O)NC2CCS(=O)(=O)C2)nc2cc(S(N)(=O)=O)ccc21 (stereo unspecified)	1.7	.	-1.5	-3.0	0.6	-10.0	-2.8	-0.7	-1.8	-4.4
O=S(=O)(Nc1cccnc1Cl)c1ccc2c(c1)OCCO2	1.4	12.0	-1.6	24.4	-1.6	1.9	1.5	2.5	-2.6	-7.6
Cn1nc(C(F)(F)F)c(/C=N/OC(=O)c2ccccc2)c1SCc1ccccc1Cl	0.6	.	-19.8	0.2	0.0	-9.7	.	2.8	-1.4	3.5

An unsorted share of the library (roughly 1.9% active in at least one column).
